# Screening data as filed in PubChem.
# SK-BR-3 tox 24h – SK-BR-3 proliferation inhibitors, primary screen, cell-based, human, 24 h. SK-BR-3 viability, CellTiter-Glo ATP luminescence; active compounds read low. AID 847, 2007. viability, % at 10 µM. hit rate 0.47% among 41,000;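 active = viability at or below the median of all test compounds minus 3 SD, in both replicates if run twice, cut at about 45% in these data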;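 note: 100% = median untreated cell wells and 0% = median positive control drug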
# An asterisk follows results filed as active. Some of the compounds tested (hit frequency here may not be typical).
smiles,SK-BR-3 tox 24h
OCC(O)CN1CCN(c2ccccc2)CC1 (stereo unspecified),86
CC(=O)O[C@@]12CO[C@@H]1C[C@H](O)[C@@]1(C)C(=O)[C@H](O)C3=C(C)[C@@H](OC(=O)[C@H](O)[C@@H](NC(=O)OC(C)(C)C)c4ccccc4)C[C@](O)([C@@H](OC(=O)c4ccccc4)[C@H]21)C3(C)C,86
CCCN(CCC)C(=O)C(CCC(=O)O)NC(=O)c1ccccc1 (stereo unspecified),81
CN(C)CCOC(=O)C(c1ccccc1)C1(O)CCCC1 (stereo unspecified),81
O=C(NCCN1CCOCC1)c1ccc(Cl)cc1,86
CN1CCC(=C2c3ccccc3CC(=O)c3sccc32)CC1,104
CN1CCN(c2c(F)cc3c(=O)c(C(=O)O)cn4c3c2SCC4)CC1,123
Cc1oncc1C(=O)Nc1ccc(C(F)(F)F)cc1,85
COc1cc(C(=O)NCCCCCC(=O)O)cc(OC)c1OC,88
CCOC(=O)Nc1ccc2c(c1)N(C(=O)CCN1CCOCC1)c1ccccc1S2,99
O=C(c1ccccc1)c1ccc2n1CCC2C(=O)O (stereo unspecified),92
O=C1CCc2cc(OCCCCc3nnnn3C3CCCCC3)ccc2N1,95
CCCc1cc(C(N)=S)ccn1,97
CCN(CC)CCOC(=O)C(c1ccccc1)c1ccccc1,98
OCCOCCN1CCN(C(c2ccccc2)c2ccc(Cl)cc2)CC1 (stereo unspecified),89

# Entries shown so far containing fluorine (2):
smiles,SK-BR-3 tox 24h
CN1CCN(c2c(F)cc3c(=O)c(C(=O)O)cn4c3c2SCC4)CC1,123
Cc1oncc1C(=O)Nc1ccc(C(F)(F)F)cc1,85

# Some of the entries so far, field by field.
mol: CN1CCC(=C2c3ccccc3CC(=O)c3sccc32)CC1
  SK-BR-3 tox 24h: 104
mol: CCCc1cc(C(N)=S)ccn1
  SK-BR-3 tox 24h: 97
mol: CN(C)CCOC(=O)C(c1ccccc1)C1(O)CCCC1 (stereo unspecified)
  SK-BR-3 tox 24h: 81
mol: O=C(NCCN1CCOCC1)c1ccc(Cl)cc1
  SK-BR-3 tox 24h: 86
